Screening data (PubChem)
RNase H inhibition = RNase H inhibition, HIV 1 Gag Pol polyprotein, FRET biochemical assay, screening (AID 372); HIV-1 RT RNase H, FRET RNA/DNA substrate fluorescence; higher % means a stronger effect; inhibition, % at 10 µM; hits with a dose series show IC50 in µM; 0.77% of 100,000 active; in the data active = inhibition above about 50%
* hit, by the source's call.

smiles,RNase H inhibition
COc1cccc(/C=C2/C(=O)NC(=S)N(c3ccc(Br)cc3)C2=O)c1O,4.0%
Cc1ccc(C)c(NC(=O)CSc2ccccn2)c1,0.0%
Cc1cc(C=O)c(C)n1-c1ccc(Sc2ccc([N+](=O)[O-])cc2)cc1,33.0%
CN1C(=O)C(=O)/C(=C(/O)c2ccccc2)C1c1ccccc1 (stereo unspecified),0.0%
CCC(=O)Nc1ccc(-c2nc3ccccc3o2)cc1,7.0%
COc1ccc(-c2cc(=O)oc3c(C)c(OC(C)C(=O)c4ccccc4)ccc23)cc1 (stereo unspecified),24.0%
C=CCNc1nc(NCC)nc(N2CCOCC2)n1,7.0%
CCCCC(CC)CNC(=O)COc1cc(C)c(Cl)c(C)c1 (stereo unspecified),7.0%
COc1ccc(C(=O)/C=C/c2ccc(OC)c3cccc(O)c23)cc1OC,10.0%
CCN1C(=O)/C(=C\c2cccc(OCCCOc3ccc(Cl)cc3)c2)SC1=S,13.0%
COc1ccc(C(NC(C)=O)c2c(OC(C)=O)ccc3ccccc23)cc1OC (stereo unspecified),7.0%
COc1ccc(CC(=O)NC2=NC(=O)C(C)S2)cc1 (stereo unspecified),20.0%
CSc1ccc(C=Nn2c(-c3ccc(Cl)cc3Cl)n[nH]c2=S)cc1,24.0%
CCOC(=O)Nc1ccc2c(c1)N(C(=O)CCN)c1ccccc1S2,13.0%
CC(C)Cn1c(COc2ccc3ccccc3c2)nc2ccccc21,40.0%
C/C(=N\N=C(/N)SC1CC(=O)N(c2cccc(Cl)c2)C1=O)c1ccc(F)cc1 (stereo unspecified),9.0%
Cc1ccc(NC(=O)c2ccc(S(=O)(=O)N3CCCCC3)cc2)c(C(=O)c2ccccc2)c1,9.0%
Cc1csc(N/N=C/c2c(F)cccc2Cl)n1,18.0%
O=C(Cn1c(NCCCO)nc2ccccc21)c1ccccc1,7.0%
O=Cc1cn(CCOc2ccccc2Cl)c2ccccc12,19.0%
Cc1ccccc1-n1c(/C=C/c2cn(Cc3ccccc3)c3ccccc23)nc2ccccc2c1=O,10.0%
O=C(COc1ccccc1)Nc1nn[nH]n1,0.0%
Cc1nc2c(C)cccc2c2c1CC(C(C)(Cl)Br)O2 (stereo unspecified),12.0%
CCCOC(=O)C1=C(C)NC2=C(C(=O)CC(c3ccc(OC)cc3)C2)C1c1cccc([N+](=O)[O-])c1 (stereo unspecified),24.0%
NC(=O)N/N=C/c1cc(Br)ccc1OCc1cccc2ccccc12,9.0%
Cc1c(-c2ccc(C3C4=C(CC(C)(C)CC4=O)OC4=C3C(=O)CC(C)(C)C4)o2)ccc([N+](=O)[O-])c1C,0.0%
C#CCSc1nc2c(c(=O)n1CC1CCCCC1)C1(CCCCC1)Cc1ccccc1-2,3.0%
C=C1CSc2nc(=O)c3c4c(sc3n21)CCCC4,3.0%
CCOc1ccc(N=c2ssc3c2-c2ccc(C)cc2NC3(C)C)cc1,7.0%
O=C1N=c2ccccc2=C1c1sc(=S)n(NC(=O)c2ccccc2Br)c1O,20.0%

4 entries already listed, arranged by formula weight, lowest first:
smiles,RNase H inhibition
CCOc1ccc(N=c2ssc3c2-c2ccc(C)cc2NC3(C)C)cc1,7.0%
NC(=O)N/N=C/c1cc(Br)ccc1OCc1cccc2ccccc12,9.0%
O=C1N=c2ccccc2=C1c1sc(=S)n(NC(=O)c2ccccc2Br)c1O,20.0%
Cc1c(-c2ccc(C3C4=C(CC(C)(C)CC4=O)OC4=C3C(=O)CC(C)(C)C4)o2)ccc([N+](=O)[O-])c1C,0.0%

Additional compounds:
smiles,RNase H inhibition
CCOc1ccc(-c2cc(C(=O)Nc3cc(Cl)ccc3Cl)c3ccccc3n2)cc1,11.0%
O=C(N/N=C\c1cn(-c2ccccc2)nc1-c1ccccc1)c1ccc(Br)cc1,18.0%
Cc1ccc(/C=C2\SC(=S)N(Nc3ccccc3)C2=O)o1,17.0%
COCC(C)NC(=O)c1ccccc1I (stereo unspecified),18.0%
O=C(c1cccc(Br)c1)N1CCCCC1,9.0%
Cc1ccc2oc(-c3cccc(NC(=O)c4cc5ccccc5o4)c3C)nc2c1,22.0%
Cc1cc(OCC(=O)NNC(=O)C(C)(C)C)cc(C)c1Cl,0.0%
CSCCOC(=O)C1=C(C)NC(=O)NC1c1ccc(Cl)cc1 (stereo unspecified),5.0%
Cc1cc2nc(-c3ccc(C)c(NC(=S)NC(=O)c4cccs4)c3)oc2cc1C,9.0%
CC(C)c1ccc(/C=C2/SC(=S)N(c3cccc(Cl)c3)C2=O)cc1,25.0%

Grouped by structure: the compounds so far with a thiophene ring, fused or not
smiles,RNase H inhibition
C=C1CSc2nc(=O)c3c4c(sc3n21)CCCC4,3.0%
Cc1cc2nc(-c3ccc(C)c(NC(=S)NC(=O)c4cccs4)c3)oc2cc1C,9.0%

New compounds follow.
smiles,RNase H inhibition
O=C(Nc1ccc(I)cc1)c1cc([N+](=O)[O-])ccc1Cl,8.0%
Cc1ccc(C(=O)Nc2ccc(Cl)c(C(F)(F)F)c2)c(Cl)c1,4.0%
CCOC(=O)N1CCN(C(=O)Nc2ccc3nc(-c4ccccc4)c(-c4ccccc4)nc3c2)CC1,14.0%
CCOC(=O)C1=C(C)N=c2s/c(=C\c3c(F)cccc3Cl)c(=O)n2C1c1ccccc1 (stereo unspecified),21.0%
CC(NC(=O)/C(C#N)=C/c1ccc(N(C)C)cc1)c1ccccc1 (stereo unspecified),3.0%
COc1ccc(CC(=O)Nc2sc3c(c2C#N)CCCC3)cc1,5.0%
O=C(Nc1ccc(I)cc1Cl)c1cccs1,1.0%
CS(=O)(=O)N(CC(=O)Nc1cccc(C(F)(F)F)c1)c1cccc(Cl)c1,7.0%
O=C(NC1CC1)c1ccc(C2SCC(=O)N2Cc2ccccc2)cc1 (stereo unspecified),15.0%
O=C(N/N=C/c1c(Cl)cccc1Cl)c1ccc(Cl)cc1O,6.0%

Carrying on.
SMILES	RNase H inhibition
Cc1cccnc1N1C(=O)C2C3c4ccccc4C(C)(c4ccccc43)C2C1=O (stereo unspecified)	6.0%
COc1cccc(N(CC(=O)Nc2cccc(Br)c2)S(=O)(=O)c2ccccc2)c1	16.0%
COC(=O)C1=C(C(=O)OC)SC(=C2C(=S)C(C)(C)N(C(=O)Cc3ccccc3)c3c(OC)cccc32)S1	42.0%
CC(=O)c1c(C)nc(-c2ccccc2)nc1NC(=O)C(C)C	4.0%
N/C(=N\OC(=O)COc1ccc(Br)cc1)c1ccc(Cl)cc1	8.0%
COc1ccc(N2C(=O)/C(=C\c3ccc(SC)cc3)C(=O)NC2=S)cc1	3.0%
O=C(Nc1ccc(Cl)c(Cl)c1)OCCOc1c(Br)cc(Br)cc1Br	20.0%
CCCOC(=O)C1=C(C)NC2=C(C(=O)CC(c3ccc(OC)cc3)C2)C1c1ccc(OC)cc1OC (stereo unspecified)	23.0%
CCN(CC)CCOCCOc1ccc(C)cc1C	2.0%
Cc1c(C#N)c(N)c(C(=O)c2ccccc2)n1-c1ccc(Br)cc1	6.0%
CN(C)c1ccc(C2C(N3C(=O)c4ccccc4C3=O)C(=O)N2c2ccc(Cl)cc2)cc1 (stereo unspecified)	4.0%
C(=NC1=NN(c2ccccc2)CC1)N1CCCCC1	10.0%
O=c1oc2ccc([N+](=O)[O-])cc2cc1-c1nc(-c2ccc(Cl)c(Cl)c2)cs1	8.0%
COc1ccc(-c2cc(C(F)(F)F)n3nc(C(=O)Nc4ccc5c(c4)OCO5)c(Cl)c3n2)cc1OC	16.0%
Cc1ccc(S(=O)(=O)Nc2ccc(C3(c4ccc(NS(=O)(=O)c5ccc(C)cc5)cc4)c4ccccc4C(=O)c4ccccc43)cc2)cc1	15.0%
COc1ccc(C(=O)NCCN2CCOCC2)cc1[N+](=O)[O-]	0.0%
O=C(CCc1ccccc1)NCc1ccccc1Cl	0.0%
O=C1CC(NCc2ccc(Cl)cc2)C(=O)N1c1ccc(F)cc1 (stereo unspecified)	0.0%
O=C(NCCCO)C(=O)Nc1cccc(C(F)(F)F)c1	4.0%
CC1(C)CC2CC(C)(CN2C(=O)c2cnn3c2NC(c2cccs2)CC3C(F)(F)F)C1 (stereo unspecified)	26.0%
O=C(c1ccc([N+](=O)[O-])cc1Cl)N1CCc2ccccc21	5.0%
Cc1cc(Br)ccc1NC(=O)c1cccc([N+](=O)[O-])c1C	11.0%
O=C(Cc1ccccc1)Nc1ccc(Cl)c(-c2nc3cc(Cl)ccc3o2)c1	14.0%
Cc1ccc(Oc2ccc(N3C(=O)c4ccc(Oc5ccc([N+](=O)[O-])cc5)cc4C3=O)cc2)cc1C	28.0%
O=C1NC(=S)N(c2ccccc2)C(=O)/C1=C/c1ccc(-c2ccc(F)cc2)o1	10.0%
O=S(NCc1ccco1)C12CC3CC(CC(C3)C1)C2 (stereo unspecified)	8.0%
CCC(C)c1ccc(NC(=O)c2oc3ccccc3c2C)cc1 (stereo unspecified)	7.0%
Cc1c(NC(=S)NCc2ccco2)c(=O)n(-c2ccccc2)n1C	7.0%
COc1cccc(-n2sc3c(c2=S)-c2cc(OC)ccc2NC3(C)C)c1	13.0%
CN(C)c1ccc(C=Nc2ccc3oc(=O)ccc3c2)cc1	0.0%
CCCCN1C(=O)/C(=C\c2ccccc2Cl)SC1=S	3.0%
CCc1ccc2oc(-c3cccc(NC(=S)NC(=O)c4ccccc4F)c3)nc2c1	11.0%
Cc1cccc(NC(=O)CSc2nc3ccccc3s2)c1C	13.0%
COc1ccc(CCNC(=O)C(=O)Nc2cccc3ccccc23)cc1	8.0%
CCc1ccc(C=Nc2ccc(O)cc2)s1	6.0%
CCOC(=O)c1cn(-c2ccc(F)c(F)c2)c2c(F)c(F)c(F)c(F)c2c1=O	4.0%
CCOC(=O)c1ccc(NC(=S)NC(=O)c2ccc(Cl)cc2)cc1	0.0%
O=c1c2c(nc(SCc3ccccc3)n1Cc1ccccc1)-c1ccccc1CC21CCCC1	14.0%
NNC(=O)c1ccc(-n2c(-c3ccccc3)ccc2-c2ccccc2)cc1	11.0%
O=C(c1cccnc1)N1N=C2CCCCCC2C1(O)C(F)(F)F (stereo unspecified)	9.0%
COc1cc(/C=C(\C#N)C(=O)Nc2ccccc2Br)cc(Br)c1O	9.0%
COc1ccc(C=C2C(=O)N(c3ccc(C)cc3)C(=S)N(c3ccc(C)cc3)C2=O)cc1C(=O)O	4.0%
CCOC(=O)C1=C(C)N=c2s/c(=C\c3ccc(O)c(OC)c3)c(=O)n2C1c1ccc(C)cc1 (stereo unspecified)	21.0%
C/C(=N\N=C\c1cccc([N+](=O)[O-])c1)C1C(=O)c2ccccc2C1=O	0.0%
CC1CCCCC1N=Cc1c(O)[nH]c2ccccc12 (stereo unspecified)	0.0%
O=C1NC(=O)N(c2ccc(Br)cc2)C(=O)/C1=C\c1ccc(-c2cccc(C(=O)O)c2)o1	24.0%
Cc1nc(Nc2nc(-c3ccccc3)cc(=O)[nH]2)nc2c(C)cccc12	6.0%
COc1ccccc1C(=O)N1CCN(C2CCN(Cc3ccccc3)CC2)CC1	8.0%
CC(C)C(NC(=O)c1ccccc1Cl)C(=O)O (stereo unspecified)	2.0%
CC1=C(C(=O)OC2CCCC2)C(c2ccc(Cl)c(Cl)c2)NC(=O)N1 (stereo unspecified)	11.0%
O=C1NC(=O)N(Cc2ccco2)C(=O)/C1=C\c1cn(CCOc2ccccc2F)c2ccccc12	18.0%
COc1ccccc1-c1cc(-c2ccccc2)nc2sc(C(=O)Nc3ccc(Br)cc3)c(N)c12	14.0%
CC(C)CN1C(=O)/C(=C/c2ccc(Cl)cc2Cl)SC1=S	0.0%
CC1(C)C2CCC1(CS(=O)(=O)O)C(=NN(c1ccccc1)c1ccccc1)C2 (stereo unspecified)	11.0%
O=C(/C=C/c1ccc(Cl)cc1)Nc1ccc(NC(=O)c2ccco2)cc1	0.0%
O=C(CCCOc1ccccc1)Nc1ccc(S(=O)(=O)Nc2nccs2)cc1	7.0%
CC1=C/C(=N\N=C2\NC(=O)C(CC(=O)Nc3ccc(Cl)cc3)S2)CC(C)(C)C1 (stereo unspecified)	10.0%
CN(C)C1=C(C#N)C(C2CCCCC2=O)c2c(c3ccccc3n2C)N1c1ccc([N+](=O)[O-])cc1 (stereo unspecified)	2.0%
CN(C)c1ccc(/C=C/c2nc3ccccc3c(=O)n2-c2ccccc2[N+](=O)[O-])cc1	31.0%
C=CCOC(=O)C1=C(C)NC(C)=C(C(=O)OCC=C)C1c1ccc(N(C)C)cc1	12.0%

Shown with each value named: part of the list above
CC(C)C(NC(=O)c1ccccc1Cl)C(=O)O (stereo unspecified)
  RNase H inhibition = 2.0%
COc1cc(/C=C(\C#N)C(=O)Nc2ccccc2Br)cc(Br)c1O
  RNase H inhibition = 9.0%

(list continues)
SMILES	RNase H inhibition
C=CCc1ccc(OCCOCCOc2ccc(C)cc2I)c(OC)c1	13.0%
Cc1cc2c(c(=O)o1)C(c1ccc(-c3ccccc3)cc1)C(C#N)=C(N)O2 (stereo unspecified)	0.0%
CCOC(=O)c1ccc(P(=O)(C(C)(C)C)C(C)(C)C)cc1	9.0%
Cc1cc(Cl)ccc1OCC(O)CNC(C)C (stereo unspecified)	0.0%
COc1cc(C=C2C(=O)N(C)C(=O)N(C)C2=O)ccc1O	2.0%
NC(=O)c1ccccc1OCc1ccc([N+](=O)[O-])cc1	0.0%
N/C(=N\OC(=O)c1ccc(Cl)c([N+](=O)[O-])c1)c1ccncc1	21.0%
Cc1cc(=O)[nH]c(Nc2nc3ccccc3o2)n1	1.0%
Cc1ccc(NC(=S)NCc2cccnc2)cc1	1.0%
O=C(CSc1nc2ccccc2o1)Nc1ccc(/C=C/c2ccccc2)cc1	31.0%
O=C(Cc1ccc(Cl)cc1)N/N=C/c1c[nH]c2ccccc12	3.0%
S=C(NCc1ccncc1)Nc1cccc(Cl)c1	10.0%
CCOC(=O)c1ccc(NC(=O)C(=O)NCCOC)cc1	7.0%
NC(=O)c1ccc(Nc2ccc(C(F)(F)F)cc2[N+](=O)[O-])cc1	14.0%
O=c1ccc([N+](=O)[O-])ccc1Nc1ccccn1	12.0%
CN1C(=O)C(=Cc2ccccc2OCc2ccccc2)C(=O)N(C)C1=S	12.0%

Some of the compounds tested; count on the stated rates, not on these rows.
